Source: PubChem BioAssay (Johns Hopkins Ion Channel Center)
CHT inh: inhibits the human high affinity choline transporter; Q9GZV3; CHT-expressing cells, membrane potential dye, choline response; hits give low values; B-score at 10 µM; 0.86% of 310,000 active; AID 488975;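 active means B-score over 3 SD under the library average, and starting fluorescence ratio not unusually high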;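 further: choline stimulus applied at its EC90 after an EC20 pre-addition; B-score computed on integrated fluorescence ratio after choline addition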
Target sequence (Q9GZV3 whole entry, looked up): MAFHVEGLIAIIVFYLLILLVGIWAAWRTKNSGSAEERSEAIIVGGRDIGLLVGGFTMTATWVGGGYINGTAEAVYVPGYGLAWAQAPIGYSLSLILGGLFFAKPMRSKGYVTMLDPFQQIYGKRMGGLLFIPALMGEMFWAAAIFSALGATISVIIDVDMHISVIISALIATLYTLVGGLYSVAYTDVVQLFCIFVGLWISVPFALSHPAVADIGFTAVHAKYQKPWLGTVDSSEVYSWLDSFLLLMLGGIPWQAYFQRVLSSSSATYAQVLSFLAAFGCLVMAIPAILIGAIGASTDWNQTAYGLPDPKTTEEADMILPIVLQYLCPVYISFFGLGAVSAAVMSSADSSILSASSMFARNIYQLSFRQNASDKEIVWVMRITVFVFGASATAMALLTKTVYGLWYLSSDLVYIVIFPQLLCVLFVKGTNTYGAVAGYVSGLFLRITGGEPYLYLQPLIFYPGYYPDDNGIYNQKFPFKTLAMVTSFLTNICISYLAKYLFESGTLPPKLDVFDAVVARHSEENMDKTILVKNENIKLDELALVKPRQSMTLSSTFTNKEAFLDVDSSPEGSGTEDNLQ
Kir21 block: blocks the mouse Kir2.1 inward-rectifier potassium channel; P35561; HEK293-Kir2.1, FluxOR thallium flux fluorescence; hits give low values; B-score at 10 µM; 0.85% of 310,000 active; AID 1672;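 active means fluorescence ratio B-score at or below minus 3 SD of library scores, with starting-brightness B-score within 2 SD, cut at about -4.2 in these data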;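 further: channel flux triggered by added potassium and thallium sulfate stimulus; B-score of peak minus minimum fluorescence over baseline after thallium stimulus; more negative B-score means stronger Kir2.1 block with less thallium influx; some compounds called inactive have numbers as strong as hits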
Target sequence (P35561 whole entry, looked up): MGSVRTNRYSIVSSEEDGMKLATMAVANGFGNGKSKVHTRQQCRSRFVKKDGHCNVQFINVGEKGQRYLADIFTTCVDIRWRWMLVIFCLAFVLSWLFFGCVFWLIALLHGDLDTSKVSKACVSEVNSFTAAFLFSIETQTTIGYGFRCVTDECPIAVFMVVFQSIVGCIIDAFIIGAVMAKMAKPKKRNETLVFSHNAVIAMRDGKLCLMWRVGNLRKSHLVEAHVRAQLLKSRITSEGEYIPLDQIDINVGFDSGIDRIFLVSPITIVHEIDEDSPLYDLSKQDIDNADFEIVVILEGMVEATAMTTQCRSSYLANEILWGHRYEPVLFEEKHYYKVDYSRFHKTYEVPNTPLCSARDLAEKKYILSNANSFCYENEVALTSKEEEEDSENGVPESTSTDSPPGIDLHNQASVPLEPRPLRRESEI
An asterisk follows results filed as active; i = inactive; . = not tested or not shown.

SMILES | CHT inh | Kir21 block
Cc1cc(C(=O)N/N=C/c2cc([N+](=O)[O-])ccc2O)c2ccccc2n1 | i | -0.66
N/C(=N\OC(=O)N1CCOCC1)c1ccccc1 | i | -0.03
COc1ccc(S(=O)(=O)N(C)CC(=O)NCCN2CCOCC2)cc1 | i | -1.7
CCOC(=O)c1cnn(Cc2ccc(C)cc2)c1N | i | -1.8
N#Cc1c(C(F)(F)F)cc(-c2ccccc2)nc1SCC(=O)Nc1sc2c(c1C#N)CCC2 | i | -0.94
COc1ccccc1N1CCN(S(=O)(=O)c2ccc3c4c(cccc24)C(=O)N3C)CC1 | . | -0.15
CC(C)c1cc(NCCCN2CCOCC2)n2c(nc3ccccc32)c1C#N | i | 1.4
NNc1nc(-c2ccccc2Cl)c2cc(Br)ccc2n1 | i | -0.08
Fc1ccc(-c2nc3ccccc3c3nc4ccccc4n23)cc1 | i | -0.06
N#CC1=C(N)Nc2nc3ccccc3n2C1c1ccc(F)cc1 (stereo unspecified) | i | 1.7
COc1ccc(OCC(=O)NNC(=O)CCc2ccccc2)cc1 | i | -0.16
CC1C(=O)N2CCCc3cc(S(=O)(=O)N(C)c4ccccc4)cc1c32 (stereo unspecified) | i | -3.2
O=C(N/N=C/c1cccnc1)NC12CC3CC(CC(C3)C1)C2 | i | -0.14
COc1ccccc1OCCN1CSC(=S)N(C)C1 | i | 1.3
Cc1c(C#N)c2ccccc2n1CC(=O)NCc1cccnc1 | i | 0.03
CCN(CC)CCNC(=O)c1ccc(NC(=O)c2cccc(S(=O)(=O)N3c4ccccc4CC3C)c2)cc1 (stereo unspecified) | i | 0.05
CCOC(=O)CC(=O)CSc1ncnc2c1nnn2-c1ccc(F)cc1 | i | 0.16
O=C(c1ccco1)N(Cc1ccc(Cl)cc1)Cc1ccco1 | i | -3.2
CCOC(=O)c1ccc(N2CCOCC2)c(NC(=O)c2nccnc2C(=O)O)c1 | i | 2.2
O=C(Oc1ccc(C(=S)N2CCOCC2)cc1)c1ccccc1F | i | -7.6*
Cc1nnc(C)n1/N=C/c1ccc2c(c1)OCCO2 | i | 2
COc1cccc(OC)c1OCCN1CCN(C(c2ccccc2)c2ccccc2)CC1 | i | -0.19
COc1cc(C(=O)Oc2ccccc2/C=N/NC(=O)c2ccc(C)c(Cl)c2)cc(OC)c1OC | i | -0.41
Cn1cnnc1SCC(=O)c1c[nH]c2ccccc12 | i | -0.42
O=C(CSc1ncccn1)N/N=C/c1ccc(OC2CSC2)cc1 | i | 0.66
CC(C)(C)C(=O)NCCCc1nc2ccccc2n1CCCOc1ccc(Cl)cc1 | i | -2.5
COc1ccc(N2CCN(C(c3ccc4ncccc4c3)c3nnnn3C(C)(C)C)CC2)cc1 (stereo unspecified) | i | -0.41
COC(=O)c1cc2occc2n1Cc1nc(-c2ccccc2Cl)oc1C | i | 0.26
CCOC(=O)N1CCC(NC(=O)c2cc(C(=O)Nc3ccc(OC)c(OC)c3)ccc2CO)CC1 | i | 0.22
C#CCCOC(=O)N1C2=NC(C(=O)OC)=C(C(=O)OC)[C@@H]3N(C)c4ccccc4[C@]23C[C@H]1C(=O)OC | i | 0.31

Random excerpt: 4 entries already listed.
SMILES | CHT inh | Kir21 block
CCOC(=O)CC(=O)CSc1ncnc2c1nnn2-c1ccc(F)cc1 | i | 0.16
COc1cccc(OC)c1OCCN1CCN(C(c2ccccc2)c2ccccc2)CC1 | i | -0.19
COc1cc(C(=O)Oc2ccccc2/C=N/NC(=O)c2ccc(C)c(Cl)c2)cc(OC)c1OC | i | -0.41
Cn1cnnc1SCC(=O)c1c[nH]c2ccccc12 | i | -0.42

Following part.
SMILES | CHT inh | Kir21 block
CC(=O)C1=C(C)Nc2ncnn2C1c1ccc(O)cc1 (stereo unspecified) | i | 1
O=C(NCCC1CCCCN1S(=O)(=O)c1ccccc1)C(=O)Nc1ccccc1F (stereo unspecified) | i | 0.34
O=C(O)c1cccc(S(=O)(=O)Nc2ccc3oc(=O)sc3c2)c1 | i | 2
Cc1cccc(C(=O)O/N=C(\N)Cc2ccc([N+](=O)[O-])cc2)c1 | i | 0.01
COc1ccc(NC(=O)c2ccc(S(=O)(=O)N(C)C)cc2)cc1 | i | -0.01
COc1cc2nc(CN3CCN(S(=O)(=O)c4ccc(Cl)cc4)CC3)[nH]c(=O)c2cc1OC | i | 2.4
COc1ccc(/C=N/NC(=O)c2ccc3nc[nH]c3c2)cc1 | i | 0.55
COCc1nc2ccccc2n1Cc1ccccc1Br | i | -0.96
COc1ccc(C(c2c(C)n(C)n(-c3ccccc3)c2=O)c2c(C)n(C)n(-c3ccccc3)c2=O)cc1OC | i | 1.1
Cn1c(=S)[nH]c2sc3c(c2c1=O)CCC(C(C)(C)C)C3 (stereo unspecified) | i | -0.5
CC(=NCCc1ccccc1)C1=C(O)CSC1=O | i | 0.64
CC(C)c1onc(C(=O)N2C(C)CCCC2C)c1[N+](=O)[O-] (stereo unspecified) | i | 0.05
COc1ccc(CCNC(=O)CSCc2ccc(F)cc2)cc1OC | i | -1.1
COC(=O)c1ccccc1NC(=O)Nc1ccc(Cl)cn1 | i | -1.7
CCCOc1ccc(-c2nc(=S)[nH][nH]2)cc1 | i | -0.57
CCOC(=O)NC(=O)/C(C#N)=C\Nc1sccc1C(=O)OC | i | 0.7
Cc1nnc(NCCc2ccccc2)n(N)c1=O | i | -0.1
CCN(c1ccc(OC)cc1)S(=O)(=O)c1nnc(NC(=O)COc2ccc(C)cc2)s1 | i | 1.4
CCOC(=O)c1sc2cccc(F)c2c1N | i | -0.72
FC(F)(F)c1cc(-c2ccccn2)nc2cc(-c3ccccc3)nn12 | i | -1.1
COc1ccccc1NC(=O)N1CCN(c2ccccn2)CC1 | i | 1.6
O=C(Cc1cccc2ccccc12)N/N=C/c1ccc(Sc2nc3ccccc3s2)o1 | i | 2.1
Cc1cc(NC(=O)CCCC(=O)O)nc(C)n1 | i | -1.8
C(=N\Nc1nn2cnnc2c2ccccc12)/c1ccco1 | i | 2.1
CSCC(=O)N1CCCC(C(=O)c2cc(F)ccc2F)C1 (stereo unspecified) | i | 1.3
O=C1c2cccc3cccc(c23)C(=O)N1OS(=O)(=O)c1ccccc1 | i | -1.7
Cc1cccc2nc(CSc3nnnn3-c3ccccc3)cn12 | i | -0.06
COc1ccc(CNC(=S)Nc2ccc3nc(N4CCOCC4)cc(C)c3c2)cc1 | i | 1.1
CC(C)C[C@H](NC(=O)c1nc[nH]c1C(=O)NCCCCCNC(=O)OC(C)(C)C)C(=O)OC(C)(C)C | i | 0.32
COc1ccccc1NC(=O)NC(N)=O | i | 0.02

Two of the compounds above, with two lines to a compound:
Every second line gives: CHT inh | Kir21 block
COc1ccccc1NC(=O)N1CCN(c2ccccn2)CC1
 : i | 1.6
O=C(Cc1cccc2ccccc12)N/N=C/c1ccc(Sc2nc3ccccc3s2)o1
 : i | 2.1

(listing goes on)
SMILES | CHT inh | Kir21 block
CN(CC1CCOCC1)C(=O)CC1C(=O)NCCN1Cc1cccc(C(F)(F)F)c1 (stereo unspecified) | . | 1.2
CCOC(=O)N/N=C\c1sccc1C | i | 0.05
CN(c1ccc(C(=O)N2CCCCC2)cc1)S(=O)(=O)c1cccs1 | i | 0.03
CNc1nc2c(c(=O)n(C)c(=O)n2C)n1CCCc1ccccc1 | i | 1.3
O=C(NNC(=O)c1cc(-c2ccccc2)nc2ccccc12)Nc1cccc(Cl)c1 | i | 1.2
COc1ccc(C(=O)NC2CC2)cc1OC1CCN(Cc2ccc(F)cc2F)CC1 | i | 0.01
COc1cc(C(=O)NCCC2=CCCCC2)cc(OC)c1OC | i | -2.1
O=C(COc1nc2ccccc2nc1N1CCOCC1)N1CCc2ccccc21 | . | -0.06
Cc1cc(C(=O)COC(=O)C(C)NC(N)=O)c(C)n1Cc1ccco1 (stereo unspecified) | i | 0.14
CCN(CC)C(=O)CSc1ncnc2c1nnn2-c1ccc(F)cc1 | i | -0.41
CCCOc1ccc(C(=O)Nc2ccc(S(=O)(=O)Nc3onc(C)c3C)cc2)cc1 | i | -0.95
CCOC(=O)C1=C(C)NC(=O)NC1/C=C\c1ccccc1 (stereo unspecified) | i | 0.43
CCn1ncc(/C=C/C(=O)NCc2cn(C)nc2C)c1C | i | -0.01
CCCCC(=O)Nc1ccc(C(=O)Nc2nnc(COC)s2)cc1 | i | -0.09
CC(C)(C)NC(=O)CSc1nnnn1C(C)(C)C | i | 0.11
CCOC(=O)Cn1c(=N)n(CCOc2ccc3ccccc3c2)c2ccccc21 | i | -11*
CCC(C)Sc1nnc(Cc2cc(=O)[nH]c(=O)[nH]2)n1-c1ccc(F)cc1 (stereo unspecified) | i | 1.3
CCc1ccc(NC(=O)CSc2nnc(C)c(=O)n2N)cc1 | i | -0.02
Cc1cccc(NCC(O)Cn2cnc3c2c(=O)n(C)c(=O)n3C)c1 (stereo unspecified) | i | 0.03
CCC(=O)NC(c1ccccc1)c1nc2ccccc2[nH]1 (stereo unspecified) | i | 0.08
O=C(Oc1ccc2c3c(c(=O)oc2c1)CCC3)c1ccco1 | i | 1.1
CNS(=O)(=O)c1cccc(C(=O)OCC(=O)N2CCc3ccccc3C2)c1 | i | -0.15
Cc1ccc(-c2nnc(N3CCN(S(C)(=O)=O)CC3)c3ccccc23)cc1 | i | 1.1
Cc1nc(CS(=O)(=O)c2ccccc2)cc(Sc2ccccc2Cl)n1 | i | -1.4
O=C(Cc1ccccc1)Nc1c(C(=O)N2CCCCCC2)cnn1-c1ccccc1 | i | 1.4
O=C(NC1CC1)C1CCN(C(=O)c2ccccc2Cl)CC1 | i | -0.13
Cc1cc(SC(C)C(=O)Nc2ncc(Cl)cc2Cl)nc2ccccc12 (stereo unspecified) | i | 0.49
Cc1cccc(NC(=O)CN(C)S(=O)(=O)c2cccc3cccnc23)c1 | i | -1.1
CCOC(=O)C1=C(CN2CCN(CCC#N)CC2)NC(=O)NC1c1ccc2c(c1)OCO2 (stereo unspecified) | i | 3.4
C=C(C)C1CC=C(C)/C(=N\NC(=S)Nc2ccc(C)cc2)C1 (stereo unspecified) | i | 1.1
CCN(CC)Cc1cc(NC2=NS(=O)(=O)c3ccccc32)ccc1OC(=O)c1ccccc1 | i | -0.12
COc1ccc(/C=C2\SC(=O)N(CC(=O)Nc3cccc(C)c3)C2=O)cc1O | i | 0.03
Cc1ccc(N2CC(C(=O)Nc3ccc(S(=O)(=O)N4CCCC4)cc3)CC2=O)cc1 (stereo unspecified) | i | 0.03
Cc1c(Cl)cccc1NC(=O)CSc1nncn1-c1cccnc1 | i | 0.42
Cc1ccc(S(=O)(=O)N2CCC(c3nc4c(nnn4Cc4ccccc4)c(=O)[nH]3)CC2)cc1 | i | 2
COc1ccc(OC)c(N(CC(=O)O)S(=O)(=O)c2ccc(OC)c(OC)c2)c1 | i | -1.3
COc1cccc(C(=O)N2CCN(Cc3ccccn3)CC2)c1 | i | 0.39
O=C1CNC(=O)N1CC(O)Cn1c2ccccc2c2ccccc21 (stereo unspecified) | i | -0.67
Cc1ccc(-n2nc3c(c2NC(=O)c2ccccc2)CS(=O)(=O)C3)cc1C | i | -2.2
CC1=CCC2C(=O)N(c3ccc(C(=O)N4CCCCCC4)cc3)C(=O)C2C1 (stereo unspecified) | i | 0.47
CSc1ccc(CN2C(=O)NC3(CCCCCCC3)C2=O)cc1 | i | -0.07
COc1cc(NC(=S)NC(C)=O)ccc1NC(=O)C(C)C | i | 2.1
N#Cc1cccc(Cn2cc(C(F)(F)F)ccc2=O)c1 | i | -0.31
O=C(c1ccncc1)N1CCCC(N2CCN(c3cccc(C(F)(F)F)c3)CC2)C1 (stereo unspecified) | i | 0.13
CC(=O)c1ccc(NC(=S)NC(C)c2ccc(Cl)cc2Cl)cc1 (stereo unspecified) | i | 3.5

Sorted by value in Kir21 block (highest first): four of the compounds above.
mol | CHT inh | Kir21 block
CC1=CCC2C(=O)N(c3ccc(C(=O)N4CCCCCC4)cc3)C(=O)C2C1 (stereo unspecified) | i | 0.47
COc1ccc(/C=C2\SC(=O)N(CC(=O)Nc3cccc(C)c3)C2=O)cc1O | i | 0.03
O=C1CNC(=O)N1CC(O)Cn1c2ccccc2c2ccccc21 (stereo unspecified) | i | -0.67
Cc1ccc(-n2nc3c(c2NC(=O)c2ccccc2)CS(=O)(=O)C3)cc1C | i | -2.2

(next part)
SMILES | CHT inh | Kir21 block
Cc1nc(C(=O)N2CCC(n3nccc3NC(=O)Nc3ccccc3Cl)CC2)cs1 | i | 2.9
CC(C)CNC(=S)N1CCC(C(=O)c2ccc(F)cc2)CC1 | i | 0.28
CCOC(=O)N1CCN(C(=O)CCSc2ccc(Cl)cc2)CC1 | i | 0.4
CN(C)Cc1c(O)ccc2c(=O)c(-c3ccc(Cl)cc3)coc12 | i | -0.93
CCOC(=O)/C(C(=O)Nc1ccccc1Cl)=C1/NC(C)(C)Cc2ccccc21 | i | -0.03
O=C(Nc1nnc(-c2ccc(F)cc2)o1)c1ccc(S(=O)(=O)N2CCOCC2)cc1 | i | 0.18
CCc1c(C)sc(NC(=O)c2ccco2)c1C#N | . | 1.1
Cc1cccc(NC(=O)CS(=O)(=O)c2cn(CC(=O)N3CCOCC3)c3ccccc23)c1 | i | 0.4
COc1ccc(NC(=S)NC2CC3CCC2C3)c(OC)c1 (stereo unspecified) | i | 0.63
COc1ccc(NC(=O)c2sc3nc(C)nc(N4CCN(c5ccccn5)CC4)c3c2C)c(OC)c1 | i | 0.05
Cc1ccccc1OCC(=O)N/N=C1\SCC(=O)N1Cc1ccccc1 | i | -0.88
COc1cc(/C=C(\C#N)C(=O)N2CCCCC2)ccc1O | i | -0.04
O=C(Nc1ccc(Cl)cc1)NC1CCCC1Cc1ccco1 (stereo unspecified) | i | -1.9
CCC(Sc1nc2n[nH]c(C)c2c(=N)n1-c1cc(Cl)ccc1C)C(=O)N1CCOCC1 (stereo unspecified) | i | 0
